Source: PubChem BioAssay
Rac1 GTP hydrolysis = MgcRacGAP GTPase-activating activity inhibitors, confirmation, biochemical, ADP Hunter fluorescence | MgcRacGAP-stimulated Rac1 GTP hydrolysis, ADP Hunter fluorescence; higher % means a stronger effect; GST-tagged Rac1 F28L mutant substrate | one-dose inhibition, % at 30 µM; IC50 in µM for titrated hits | hit rate 0.6% among 340,000;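 active = first-screen hits whose inhibition reached a set limit at any dose in the follow-up dose series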;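 note: fluorescence reports GDP produced by GAP-driven GTP hydrolysis; strong numbers were not always called active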
KOR beta-arrestin-1 = kappa opioid receptor activators – cell-based, luminescence, uHTS, primary screen (AID 1777) | KOR beta-arrestin recruitment, luminescence; higher % means a stronger effect | activation, % at 10 µM; hits with a dose series show EC50 in µM | hit rate 0.02% among 280,000; in the data active = activation above about 50%, passing the limit was not always enough; note: a part of the inactive calls stands beside numbers as strong as those of hits
GPR55 antagonists = GPR55 antagonists blocking LPI-driven arrestin recruitment, primary screen, imaging, U2OS, beta-arrestin-GFP, LPI agonist (AID 2013); hit rate 0.13% among 290,000; one-dose inhibition, % at 10 µM; IC50 in µM for titrated hits; U2OS GPR55 beta-arrestin-GFP translocation imaging, LPI antagonism; higher % means a stronger effect;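 active = spots per cell inhibited over 60%, with over 100 cells counted and total cytoplasm intensity under 500,000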;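 note: U2OS cells stably carrying GPR55 and arrestin-GFP stimulated by 5 µM LPI near EC80; imaged beta-arrestin-GFP aggregate spots per cell after agonist stimulation; plate controls were LPI-stimulated DMSO wells for no effect and DMSO wells without LPI for full effect; some results filed as inactive read as strong as hits; confirmed hits need IC50 under 10 µM and bright autofluorescent wells are also inconclusive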
UTI89 phage lysis = inhibition of K1F phage lysis, E. coli UTI89, bacterial capsule biogenesis inhibitors, alamar blue (AID 488966); E. coli UTI89 K1F phage lysis, alamar blue, 2 h; higher % means a stronger effect; one-dose inhibition, % at 100 µM; IC50 in µM for titrated hits; hit rate 0.02% among 340,000;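 active = phage lysis inhibition, versus mean bacterial control, above a set limit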;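 note: capsule biogenesis inhibitors block K1F phage lysis so surviving cells raise fluorescence; higher fluorescence means more inhibition of phage lysis; actives were called in the ten point dose series up to 300 µM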
NOD1 inhibition = NOD1 signaling inhibitors, primary screen, cell-based, luminescence, uHTS (AID 1578); NOD1-driven NF-kB luciferase reporter cells, luminescence; higher % means a stronger effect; inhibition, % at 4 µM, or EC50 in µM where a hit was titrated; hit rate 1% among 290,000; in the data active = inhibition mostly above about 36%, no sharp cut-off; inactive = mostly below about 34%;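 note: HEK-293T reporter cells stimulated with the NOD1 agonist gamma-tri-DAP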
GPR55 beta-arrestin = GPR55 agonists via beta-arrestin recruitment, primary screen, imaging, U2OS cells, beta-arrestin-GFP redistribution (AID 1961). U2OS GPR55 beta-arrestin-GFP redistribution imaging; higher % means a stronger effect. activation, % at 10 µM, or EC50 in µM where a hit was titrated. hit rate 0.048% among 290,000;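 active = activation above 40% with more than 50 cells counted in the well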;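 note: U2OS osteosarcoma cells stably expressing GPR55 and beta-arrestin-GFP; plate controls were DMSO negative control for no effect and LPI positive control for full effect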
KOR beta-arrestin-2 = kappa opioid receptor blockers – cell-based, luminescence, uHTS (AID 1778) | KOR beta-arrestin recruitment, luminescence, antagonist mode; higher % means a stronger effect | one-dose inhibition, % at 10 µM; IC50 in µM for titrated hits | hit rate 0.091% among 290,000; in the data active = inhibition above about 50%; note: strong numbers were not always called active
GPR35 arrestin U2OS = inhibition of zaprinast-stimulated GPR35 beta-arrestin translocation – imaging, U2OS, beta-arrestin-GFP, zaprinast agonist, primary screen (AID 2058); U2OS GPR35 beta-arrestin-GFP translocation imaging, zaprinast antagonism; higher % means a stronger effect; inhibition, % at 10 µM, or IC50 in µM where a hit was titrated; hit rate 0.052% among 290,000;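 active = inhibition of at least 50% with at least 30 cells and total cytoplasm GFP at most 10,000,000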
NTR1 ag = NTR1-driven beta-arrestin-GFP spot formation – imaging, U2OS cells, high content, primary screen (AID 493036); agonist mode; activation, % at 20 µM; hit rate 0.17% among 330,000;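 active = activation at or above 40% of the spot to cytoplasm intensity ratio, with at least 20 cells analyzed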;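 note: 0% = DMSO without peptide and 100% = 100 nM NTR1 peptide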
Target sequence (P30989 whole entry, looked up): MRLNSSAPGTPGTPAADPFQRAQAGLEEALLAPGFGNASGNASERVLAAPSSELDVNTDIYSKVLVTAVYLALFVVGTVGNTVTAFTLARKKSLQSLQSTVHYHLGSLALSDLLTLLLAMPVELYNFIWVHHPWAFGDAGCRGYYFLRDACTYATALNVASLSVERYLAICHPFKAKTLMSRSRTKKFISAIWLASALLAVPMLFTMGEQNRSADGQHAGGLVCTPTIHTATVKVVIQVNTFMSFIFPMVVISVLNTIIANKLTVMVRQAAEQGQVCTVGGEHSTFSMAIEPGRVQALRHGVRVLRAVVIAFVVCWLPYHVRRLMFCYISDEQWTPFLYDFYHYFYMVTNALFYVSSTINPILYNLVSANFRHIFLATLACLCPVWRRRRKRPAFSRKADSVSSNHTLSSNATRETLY
NTR1 ag cell count 20 µM = second read-out of NTR1 ag, no call of its own (marks repeat the call); cell count; measured here: cell count, cytotoxicity flag
Active calls of the source: *; x = no result given; [ ] = remark or other dose. Not all compounds are listed; the hit share may differ from the screen's.

SMILES	Rac1 GTP hydrolysis	KOR beta-arrestin-1	GPR55 antagonists	UTI89 phage lysis	NOD1 inhibition	GPR55 beta-arrestin	KOR beta-arrestin-2	GPR35 arrestin U2OS	NTR1 ag	NTR1 ag cell count 20 µM
Cc1ccc(NC(=O)C2CCCO2)cc1[N+](=O)[O-] (stereo not drawn)	3.3%	-1.8%	-9.9%	1.2%[50 µM]	-15.9%	0.0%	-3.2%	14.2%	-1.3	76
COc1ccc(S(=O)(=O)N(C)CC(=O)N2CCC(C)CC2)cc1Cl	-0.8%	0.3%	1.5%	6.5%	x	-0.4%	9.3%	-1.2%	1.0	49
Cc1ccc(N2CCCn3c2cc(C)c(C#N)c3=O)cc1Cl	-6.3%	-6.0%	8.8%	-0.4%	-12.2%	0.1%	-28.6%	4.5%	4.3	88
CCOC(=O)c1ccc(NC(=O)CCS(=O)(=O)c2cccc3nonc23)cc1	5.7%	-1.9%	-3.0%	-0.8%	-27.1%	-0.2%	21.4%	4.5%	-0.8	50
O=C(N/N=C/c1ccccc1)c1c(O)c2ccccc2[nH]c1=O	1.9%	-0.4%	16.1%	3.9%	10.1%	-0.2%	31.4%	2.3%	0.7	43
O=C(Nc1csc(Cc2c(Cl)cccc2Cl)n1)NN1CCOCC1	10.1%	-2.5%	0.6%	0.2%	3.5%	0.0%	18.8%	-12.9%	-0.5	81
CC/C(Cc1ccccc1)=N\NC(=O)c1cc(C)oc1C	2.6%	0.7%	12.7%	4.1%	-21.5%	-0.1%	3.5%	-6.6%	1.0	58
CC1=C(C(N)=O)C(c2ccccn2)n2nc(SCc3ccccc3)nc2N1 (stereo not drawn)	1.8%	9.8%	-1.3%	0.1%	-34.3%	0.6%	-30.9%	-0.4%	0.6	86
CCS(=O)(=O)N1Cc2ccccc2CC1C(=O)OCC(=O)Nc1ccc(C)cc1 (stereo not drawn)	7.3%	3.3%	-5.9%	0.2%	14.3%	0.2%	-34.0%	0.8%	-0.6	34
COc1ccc(NC(=O)NCC(C)CSc2ccc(C)cc2)c(OC)c1 (stereo not drawn)	x	6.6%	7.6%	-0.1%	-1.9%	0.6%	-14.0%	3.4%	6.0	77
CC(C)(O)C1Cc2cc(/C=C/C(=O)O)c(O)cc2O1 (stereo not drawn)	x	-5.1%	-2.5%	x	-20.4%	-0.1%	-53.7%	12.0%	0.2	82
CCCC(C)c1nnc(NC(=O)CN2C(=O)c3ccccc3C2=O)s1 (stereo not drawn)	4.9%	-4.1%	0.9%	0.1%	-9.3%	-0.1%	15.8%[20 µM]	8.7%	1.0	54
CCOc1ccc(NC(=O)CSc2nc3ccccc3nc2N2CCOCC2)cc1	19.6%	-0.9%	0.7%	1.2%	-22.9%	0.6%	-19.7%[20 µM]	5.9%	1.2	108
O=C(O)c1cccnc1Sc1ccc(Cl)cc1	-2.3%	-1.5%	7.5%	0.4%	-35.0%	-0.5%	-12.0%	-3.4%	0.2	47
CCS(=O)(=O)c1ccc2oc(SCC(=O)c3ccco3)nc2c1	-6.5%	1.1%	13.0%	-0.1%	x	0.6%	-10.2%	11.0%	0.6	46
CN(CCc1ccccn1)C(=O)c1ccc(OC2CCN(CCc3ccccc3)CC2)cc1	2.7%	4.1%	17.8%	0.7%[50 µM]	-3.4%	-0.1%	-0.2%	5.9%	-0.6	66
O=C(N/C(=C/c1ccco1)C(=O)N1CCCC1)c1cccs1	7.7%	3.0%	-5.0%	0.4%	6.2%	0.8%	-32.5%	7.0%	-1.1	77
O=C(Nc1c2c(nn1-c1cccc(Cl)c1)CS(=O)C2)c1ccc2c(c1)OCO2 (stereo not drawn)	9.7%	1.8%	0.5%	0.9%[50 µM]	-18.1%	-0.2%	-2.3%	-4.0%	-0.2	58
C=CCNC(=O)CN1C2CCCC1CC(NC(=O)c1ccccc1C)C2 (stereo not drawn)	2.6%	-0.5%	-1.6%	-0.1%	-40.7%	0.3%	16.9%	7.0%	-1.7	81
COc1ccc(CCN2C(=O)CSC2c2cccc([N+](=O)[O-])c2)cc1OC (stereo not drawn)	2.1%	1.5%	-7.2%	-1.2%	-13.3%	0.0%	-17.9%[20 µM]	13.5%	2.1	68
CSc1ccc(-c2nc(CSCC(=O)N3CCOCC3)c(C)o2)cc1	5.9%	-3.1%	3.6%	0.0%	-21.2%	0.0%	-1.1%	4.3%	0.0	84
O=C(Nc1cccn(Cc2cccc(F)c2)c1=O)NC1CCCCC1	3.6%	-3.2%	4.0%	0.3%	-3.3%	-0.1%	-32.4%[20 µM]	-12.0%	-1.1	24
O=C(O)CC12CC3CC(C1)CC(n1ncc(NCc4ccccc4Cl)c(Cl)c1=O)(C3)C2	8.3%	1.2%	6.0%	0.1%	-4.4%	-0.1%	19.1%	-8.4%	1.4	48
Cc1cc(C)n2nc(SCC(=O)N/N=C/c3ccc(F)cc3)nc2n1	0.1%	3.2%	8.7%	-1.0%	1.6%	-0.1%	-3.0%	-4.7%	3.1	49
Cn1c(C(=O)N2CCN(c3ccc(Cl)cc3)CC2)cc2c(=O)[nH]c3ccccc3c21	-2.0%	-1.1%	12.4%	0.9%	3.6%	0.4%	-10.6%	24.3%	18.9	72
O/N=C\c1ccc2noc(-c3ccc(Cl)cc3)c2c1	8.6%	4.7%	2.3%	0.3%	17.6%	-0.1%	-12.3%	-4.7%	0.8	105
COc1ccc(C2(C)NC(=O)NC2=O)cc1OC (stereo not drawn)	-1.3%	6.7%	0.5%	-0.2%	-8.4%	-0.2%	-25.8%	1.8%	-1.0	56
Cc1ccc(-c2nnc(-c3ccc(NC(=O)c4ccco4)cc3)o2)cc1	1.6%	-2.5%	8.4%	1.1%	x	-0.2%	9.1%	4.2%	0.4	44
COc1ccccc1NC(=O)C1=C(C)NC(SCC(=O)Nc2ccc(C(=O)O)cc2)=C(C#N)C1c1cccs1 (stereo not drawn)	-5.1%	-4.2%	1.7%	-0.7%	-3.3%	-0.1%	20.8%	6.2%	0.5	59
O=C(Nc1ccc(C(=O)NCc2ccccc2)cc1)C1=CSCCO1	0.4%	6.5%	1.5%	-0.2%	-42.8%	-0.4%	-20.8%	1.5%	0.6	69

Compounds above that contain a cyano group (two):
SMILES	Rac1 GTP hydrolysis	KOR beta-arrestin-1	GPR55 antagonists	UTI89 phage lysis	NOD1 inhibition	GPR55 beta-arrestin	KOR beta-arrestin-2	GPR35 arrestin U2OS	NTR1 ag	NTR1 ag cell count 20 µM
Cc1ccc(N2CCCn3c2cc(C)c(C#N)c3=O)cc1Cl	-6.3%	-6.0%	8.8%	-0.4%	-12.2%	0.1%	-28.6%	4.5%	4.3	88
COc1ccccc1NC(=O)C1=C(C)NC(SCC(=O)Nc2ccc(C(=O)O)cc2)=C(C#N)C1c1cccs1 (stereo not drawn)	-5.1%	-4.2%	1.7%	-0.7%	-3.3%	-0.1%	20.8%	6.2%	0.5	59

New compounds follow
SMILES	Rac1 GTP hydrolysis	KOR beta-arrestin-1	GPR55 antagonists	UTI89 phage lysis	NOD1 inhibition	GPR55 beta-arrestin	KOR beta-arrestin-2	GPR35 arrestin U2OS	NTR1 ag	NTR1 ag cell count 20 µM
O=C(CSc1nccc(=O)[nH]1)Nc1ccc(N2CCOCC2)c(Cl)c1	5.6%	-5.3%	1.7%	0.2%	-4.9%	0.6%	-7.1%	-1.4%	1.3	51
CCC(C)[C@@H]1NC(=O)N(CCCN2CCCC2=O)C1=O (stereo partly drawn)	7.4%	-1.1%	2.9%	1.6%[50 µM]	-4.0%	0.3%	-28.2%	8.4%	-2.0	99
CCCCNC(=O)N(O)C1N(/N=C/c2ccccc2O)C(=S)SC1(C)C (stereo not drawn)	6.6%	-3.2%	4.8%	-0.5%[50 µM]	0.4%	0.6%	34.4%	3.8%	1.7	88
Cc1cc(NC(=O)CSc2nc(C(C)(C)C)nc3ccccc23)no1	5.4%	-4.7%	8.7%	-0.1%	-19.5%	-0.1%	-17.7%	5.0%	0.8	40
COc1cc(OC)c(C(=O)Nc2ccc(S(=O)(=O)Nc3ncccn3)cc2)cc1OC	11.3%	4.1%	3.7%	3.2%	-18.7%	-0.1%	14.6%	9.9%	-1.2	63
O=C(Nc1nnc(S(=O)(=O)N2CCOCC2)s1)c1cccc(F)c1	7.8%	-2.8%	-12.3%	-0.8%	-45.2%	1.3%	11.1%[20 µM]	-2.9%	1.0	49
Cc1cc(/C=N/n2cnnc2)c(C)n1-c1ccc2c(c1)OCO2	3.3%	-1.8%	3.6%	0.4%	-17.7%	-0.2%	-9.2%	3.8%	-0.5	77
Cc1cc(C)c2c(N)c(C(=O)Nc3ccc(C)c(C)c3)sc2n1	13.1%	0.4%	13.5%	0.3%	-37.4%	-0.1%	-18.3%[20 µM]	2.3%	1.9	54
O=C(Nc1cccc2ncccc12)c1ccc(-c2ccc(Br)cc2)o1	0.0%	-1.5%	-1.4%	7.1%	x	-0.2%	-9.6%	18.9%	6.9	52
CCCNC(=S)Nc1ccc(Oc2ccccc2)cc1	6.8%	-2.8%	2.8%	2.5%	-8.3%	-0.1%	-21.9%	-10.0%	-0.1	110
CCOc1ccc(OCC)c(NC(=O)CN2CCN(c3ccc(C)cc3C)CC2)c1	10.8%	-3.7%	7.1%	1.6%	-33.0%	-0.1%	13.7%	-1.4%	2.1	113
CCN(CC)CCCNCC(=O)Nc1ccc2c(c1)CCC2	117µM*	-2.7%	9.8%	1.2%	-35.1%	0.2%	1.6%	-3.5%	0.7	49
Cn1nc(-c2ccc(S(N)(=O)=O)s2)cc1C(F)(F)F	2.9%	2.6%	2.9%	0.7%	4.2%	0.2%	31.3%	-5.0%	0.6	70
CCCCN(C(=O)c1cccc(S(=O)(=O)N2CCCCC2)c1)C1CCS(=O)(=O)C1 (stereo not drawn)	9.4%	-0.7%	-8.3%	0.1%	-20.7%	-0.2%	-35.8%	-6.9%	-1.0	57
CCc1nnc(NC(=O)C(C)N2C(=O)C3C4C=CC(C4)C3C2=O)s1 (stereo not drawn)	3.2%	1.5%	27.4%	0.0%	-18.3%	-0.1%	-7.4%	9.8%	-2.1	43
C=CCNC(=S)NNC(=O)c1ccc(C)c(Cl)c1	8.1%	-8.3%	2.7%	0.2%	6.5%	-0.1%	-13.2%[20 µM]	-0.3%	-1.4	61
COc1ccc(NC(=O)C(=O)N/N=C\c2ccc(CNC(=O)C(=O)Nc3ccc(C)c(C)c3)o2)c(OC)c1	x	2.0%	-23.7%	x	-46.1%	-0.1%	-29.0%[20 µM]	-20.0%	7.7	49
Cc1cc(NC(=O)c2ccc(N3C(=O)CCC3=O)cc2)no1	-0.5%	1.4%	-2.2%	1.0%	-17.9%	0.0%	-28.5%	6.9%	0.9	59
